# GLP-1R agonist = qHTS of GLP-1 Receptor Agonists; Glucagon-like peptide 1 receptor (Homo sapiens), P43220; HEK293 GLP-1R CRE-luciferase, luminescence, 4-6 h; cells express a hypersensitive GLP-1R form; Potency, µM (highest dose often 45.6 µM), for the others: at the top dose activation, most hits filed as activators; 380,000 compounds, 0.007% hits; AID 624172, 2012; also: potency is read from the fitted curve at half-maximal effect; % of control where 0% means no effect
# Target sequence (P43220 whole entry, looked up): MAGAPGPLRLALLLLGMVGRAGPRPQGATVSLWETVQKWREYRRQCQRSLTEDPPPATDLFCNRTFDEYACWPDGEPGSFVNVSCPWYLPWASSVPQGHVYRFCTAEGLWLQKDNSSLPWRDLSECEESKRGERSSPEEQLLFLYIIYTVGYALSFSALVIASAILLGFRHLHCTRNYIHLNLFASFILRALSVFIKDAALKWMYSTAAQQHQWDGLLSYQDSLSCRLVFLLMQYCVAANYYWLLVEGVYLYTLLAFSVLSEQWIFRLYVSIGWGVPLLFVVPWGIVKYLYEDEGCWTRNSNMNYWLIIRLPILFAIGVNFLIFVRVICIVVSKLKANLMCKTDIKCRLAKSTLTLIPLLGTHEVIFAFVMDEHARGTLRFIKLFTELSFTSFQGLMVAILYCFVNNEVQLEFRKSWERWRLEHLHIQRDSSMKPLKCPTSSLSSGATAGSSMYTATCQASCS
# PTHR1 agonist = qHTS for PTHR1 Agonists: Primary Screen; HEK293 GP2 PTHR1 cells, GloSensor cAMP luminescence, 1 h; Potency, µM (titrated, usually from 115 µM), for the others: at the highest dose activation, hits mostly activators; 410,000 compounds, 0.075% hits; also: potency is read from the fitted curve at half-maximal effect; nearly all actives have a fitted effect of over 55% in size; some results filed as inactive show a strong effect at the top dose; inactives centre near -15; many of its hits are not listed in these tables
# Target sequence (Q03431 whole entry, looked up): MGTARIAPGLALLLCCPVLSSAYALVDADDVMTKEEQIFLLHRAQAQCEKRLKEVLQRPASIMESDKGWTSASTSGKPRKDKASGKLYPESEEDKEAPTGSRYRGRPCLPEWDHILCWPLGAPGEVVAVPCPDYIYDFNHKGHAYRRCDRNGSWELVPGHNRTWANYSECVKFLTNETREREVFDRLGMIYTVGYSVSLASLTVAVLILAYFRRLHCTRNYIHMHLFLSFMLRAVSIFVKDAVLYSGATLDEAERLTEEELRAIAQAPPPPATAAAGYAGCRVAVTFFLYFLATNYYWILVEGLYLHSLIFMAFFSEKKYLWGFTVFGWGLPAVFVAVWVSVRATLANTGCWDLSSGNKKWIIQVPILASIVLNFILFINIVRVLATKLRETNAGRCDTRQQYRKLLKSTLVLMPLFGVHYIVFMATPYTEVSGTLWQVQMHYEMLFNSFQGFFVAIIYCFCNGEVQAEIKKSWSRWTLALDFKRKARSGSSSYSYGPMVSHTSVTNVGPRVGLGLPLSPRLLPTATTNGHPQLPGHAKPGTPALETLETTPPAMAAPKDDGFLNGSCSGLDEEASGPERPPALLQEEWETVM
#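 HEK-293-derived GP2 cells expressing PTHR1 and a GloSensor cAMP reporter, 3,000/well, plated overnight, given luciferin plus IBMX (each 0.5 mM as added) for 1 h at 37 °C, then compound for 1 h at 37 °C. Luminescence was read after 15 min at room temperature.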
# pAkt inh = HTS Assay for Inhibitors of Akt Phophorylation: Primary Screen | 360,000 compounds, 0.32% hits | activity change, % for hits at 50 µM | Neuro2A IGF-stimulated pAkt S473 HTRF, 20 min; hits give low values; in the data active = activity change below about -80%; inconclusive = mostly about -51% to -80%; also: % is scaled to controls: 0 for no effect and ±100 for the full control effect
#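 Neuro2A cells (4,500/well, DMEM with 0.5% FBS) were treated with compound at a single 50 µM final concentration, stimulated with 6 nM IGF for 20 min at 37 °C, and lysed. Phospho-Akt Ser473 was read by HTRF as 665/615 ratio ×10^4.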
# Abeta rescue = qHTS for compounds that reverse cellular toxicity of Amyloid beta (A-beta) peptide in yeast: Primary Screen; 410,000 compounds, 0.063% hits; yeast expressing A-beta42, growth rescue, OD600, 48 h; response scale: 0% DMSO, 100% iron-clioquinol control; AID 1347071, 2019; Potency, µM (doses to about 46.1 µM), for the others: top-dose growth rescue, actives largely listed as activators; also: potency is read from the fitted curve at half-maximal effect; nearly all actives have a fitted effect of over 55% in size
#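 Yeast A-beta toxicity model in growth medium with pinned compounds, 48 h at 30 C; growth read as absorbance at 600 nm. Normalized to FeCl3/clioquinol equimolar mix (positive) and DMSO (negative).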
# TDP-43 yeast inh = qHTS of TDP-43 Inhibitors | TDP-43 expressing yeast growth rescue, BacTiter-Glo, 24 h | 410,000 compounds, 1.8% hits | Potency, µM (series often up to 46.1 µM), without a hit: at the top dose growth rescue (activation), usual class: activators; also: potency is read from the fitted curve at half-maximal effect; % of control where 0% means no effect; nearly all actives have a fitted effect of over 50% in size
#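 Yeast expressing TDP-43 (pregrown in raffinose, seeded at OD600=0.02 in galactose medium) exposed to compounds 24 hr at 30 deg C. Growth read by BacTiter-Glo luminescence; rescue of toxicity appears as increased signal.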
# aSyn rescue = qHTS of alpha-syn Inhibitors; 370,000 compounds, 0.14% hits; Yeast expressing alpha-synuclein, growth rescue, BacTiter-Glo, 24 h; Potency, µM (doses to about 46.1 µM), inactives show at the highest dose growth rescue (activation), actives largely listed as activators; AID 652106, 2013; also: potency is read from the fitted curve at half-maximal effect; % of control where 0% means no effect; nearly all actives have a fitted effect of over 65% in size
#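 Galactose-induced alpha-syn yeast (OD600=0.02, raffinose-pregrown) + pinned cpd, 24 hr, 30 deg C; growth by BacTiter-Glo luminescence. Growth restoration scores as activation.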
# GLP1R inv ag = qHTS of GLP-1 Receptor Inverse Agonists (Inhibition Mode). Glucagon-like peptide 1 receptor (Homo sapiens), P43220. HEK293 GLP-1R CRE-luciferase, luminescence, 24 h; GLP-1R form is constitutively active. Potency, µM (highest dose often 38.3 µM), for the others: at the highest dose activity change, negative = inhibition, usual class: inhibitors. 410,000 compounds, 1.6% hits; also: potency is read from the fitted curve at half-maximal effect; % is scaled to controls: 0 for no effect and ±100 for the full control effect; nearly all actives have a fitted effect of over 55% in size
#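 Stable HEK293 clone (constitutively active GLP-1R + cAMP-response luciferase); 200 cells/uL plated, 12 h pre-culture, compound 24 hr, 37 deg C/5% CO2; detection reagent 12 min RT; luminescence.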
# DRD3 antagonist = qHTS of D3 Dopamine Receptor Antagonist: qHTS. D3R cells, DiscoveRx beta-arrestin luminescence, antagonist mode; hits give low values. max response, negative = inhibition, %. 360,000 compounds, 2.5% hits; in the data active = max response below about -50%; inconclusive = no clear call, values can overlap the other calls; also: % is scaled to controls: 0 for no effect and ±100 for the full control effect; mostly tested at two doses, the higher about 12 µM
#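 Cells plated overnight at 1500 cells/well, then exposed to library compounds with dopamine controls for 90 minutes at 37 degrees C. DiscoveRx reagent added for 30–60 minutes at room temperature; luminescence read, quantitative HTS format.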
# FUS suppressor = qHTS for Suppressors of FUS Proteinopathy: Primary screen using FUS-linked yeast assay | S. cerevisiae FUS-expressing, growth rescue, OD600, 24 h | Potency, µM (top dose mostly 76.6 µM), for the others: top-dose growth rescue (activation), usual class: activators | 390,000 compounds, 0.24% hits;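 also: potency is read from the fitted curve at half-maximal effect; plate controls were DMSO vehicle for no effect and reference control for full effect; nearly all actives have a fitted effect of over 55% in size; some results filed as inactive show a strong effect at the top dose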
#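 FUS-expressing yeast, raffinose-pregrown, induced in 2% galactose minimal medium at OD 0.005; compounds in a dilution series, 24hr at 30C. Growth restoration read as absorbance at 600 nm. CP55940 positive control, DMSO negative.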
# Active calls of the source: *; i = inactive; ? = inconclusive; / = no result given; & = joins results of further samples; [ ] = another dose, or the depositor's remark. Unless noted, calls follow the shape of the dose curve; as a rule, active = well fitted curve in the direction sought with a large enough effect; inconclusive = small, poorly fitted or top-dose-only effect, or another doubt; inactive = no such curve, though single readings can be large; an effect the other way counts as inactive or inconclusive.
SMILES,GLP-1R agonist,PTHR1 agonist,pAkt inh,Abeta rescue,TDP-43 yeast inh,aSyn rescue,GLP1R inv ag,DRD3 antagonist,FUS suppressor
NNC(=O)c1cccn(Cc2cccc(C(F)(F)F)c2)c1=O,-1%,-55%[inhibitor],i,-1%,-5%,-8%,4%,3,30%
O=C(CSc1nnc(CNC(=O)c2ccco2)o1)Nc1ccc(Br)cc1,-8%,-10%,/,-8%,15%,4%,22%,-2,-20%
CC(C)C(C(=O)N1CCN(Cc2ccccc2)CC1)c1ccccc1 (configuration not stated),3%,-27%,i,-18%,17%,-4%,?,3,1%
COc1ccc(OC)c(C2C(C#N)=C(N)Oc3cc(C)[nH]c(=O)c32)c1 (configuration not stated),9%,i,i,3%,-7%,4%,14%,30,24%
Cc1nn(-c2ccccc2)c2c1cc1c(=O)n(C)c(=O)nc-1n2-c1cccc(Cl)c1,-1%,-9%,/,-6%,14%,/,3%,/,-7%
Cc1ccc(OCC(=O)N/N=C\c2cccn2C)c([N+](=O)[O-])c1,12%,-19%,i,-6%,4%,-2%,-10%,2,10%
COc1ccccc1CNC(=O)c1cc2cc3ccc(Cl)cc3nc2o1,-1%,i,/,-14%,7%,/,11%,/,-19%
Cc1ccc(S(=O)(=O)N2CCC(=O)N2)cc1,0%,?,i,4%,-7%,2%,4%,-30,-2%
CCCNC(=O)Cn1cnc2sc(C(=O)N3CCN(CCC)CC3)c(C)c2c1=O,0%,i,i,-3%,7%,6%,15%,35,-2%
CCN(c1ccccc1)S(=O)(=O)c1cc(C(=O)OC(C)C(=O)Nc2ccc3c(c2)OCCO3)ccc1C (configuration not stated),-4%,i,i,/,-10%,-2%,?,-24,18µM*
COc1cc(C(=O)NCC(=O)OCC(=O)Nc2nnc(-c3ccccc3)o2)cc(OC)c1OC,2%,-30%,i,10%,13%,1%,8%,-17,13%
O=C(c1ccc(Cl)cc1)c1ccc(OCC(O)CN2CCOCC2)cc1 (configuration not stated),-13%,-13%[57.5 µM],/,-19%,-11%,0%,?,?,18%

# Structures shown so far containing a furan ring, fused or not:
SMILES,GLP-1R agonist,PTHR1 agonist,pAkt inh,Abeta rescue,TDP-43 yeast inh,aSyn rescue,GLP1R inv ag,DRD3 antagonist,FUS suppressor
O=C(CSc1nnc(CNC(=O)c2ccco2)o1)Nc1ccc(Br)cc1,-8%,-10%,/,-8%,15%,4%,22%,-2,-20%
COc1ccccc1CNC(=O)c1cc2cc3ccc(Cl)cc3nc2o1,-1%,i,/,-14%,7%,/,11%,/,-19%

# Later entries:
SMILES,GLP-1R agonist,PTHR1 agonist,pAkt inh,Abeta rescue,TDP-43 yeast inh,aSyn rescue,GLP1R inv ag,DRD3 antagonist,FUS suppressor
COC(=O)c1ccc(SC2CCCCC2)c([N+](=O)[O-])c1,3%,-13%[57.5 µM],i,-2%,?,?,2%,25,19%
O=S1(=O)N=C(N2CCN(Cc3ccc4c(c3)OCO4)CC2)c2ccccc21,2%,0%[57.5 µM],i,-4%,-14%,0%,0%,-81*,-14%
O=C(CSc1ncnc2c1sc1ccccc12)Nc1ccc(Br)cc1,-36%[inhibitor],-24%,i,0%,7%,-16%,1%,-4,/
CCN(CC)S(=O)(=O)c1ccc2c(c1)c(=O)c(C(=O)NCCc1ccccc1)cn2C,8%&-1%,-11%,i,7%&-2%,-8%&-3%,0%,47%&6%[activator],10,15%&-6%
COc1ccc(S(=O)(=O)Nc2ccc3oc(C)c(C(=O)O)c3c2)cc1,-4%,-18%,i,?,3%,4%,-4%,5,5%
CN(Cc1ccccc1)C(=O)c1ccc2c(c1)S(=O)(=O)N=C1CCCCCN12,4%,i,i,-1%,-11%,-7%,15%,1,33%
CCOc1ccc(NC(=O)Cn2c(=O)n(Cc3ccccc3)c(=O)c3c4c(sc32)CN(C(C)=O)CC4)cc1,0%,-20%,/,-10%,8%,/,5%,/,24%
Cc1ccc(NC(=O)CCCC(=O)OC(C)C(=O)c2ccccc2)cc1 (configuration not stated),13%,-21%,i,-4%,-7%,7%,-18%,-1,23%
COc1ccc(-c2cnc(C)o2)cc1S(=O)(=O)Nc1ccc(OC(F)(F)F)cc1,/,i,/,-8%,22µM*,/,?,/,20%
CCOc1cc(OCC)cc(C(=O)NC(=S)Nc2cccc(C(F)(F)F)c2)c1,-8%,i,i,18%,9%,-21%,-8%,0,/
CCN(CCNCC(O)COCc1ccc(Cl)cc1)c1cccc(C)c1 (configuration not stated),0%,-9%,i,2%,9%,-17%,10µM*,-11,34%
O=C(c1cccc(Br)c1)N1CCN(S(=O)(=O)N2CCCCCC2)CC1,0%,i,i,-5%,?,6%,-23%,2,/

# Next section; the last 3 above are carried over.
SMILES,GLP-1R agonist,PTHR1 agonist,pAkt inh,Abeta rescue,TDP-43 yeast inh,aSyn rescue,GLP1R inv ag,DRD3 antagonist,FUS suppressor
CCOc1cc(OCC)cc(C(=O)NC(=S)Nc2cccc(C(F)(F)F)c2)c1,-8%,i,i,18%,9%,-21%,-8%,0,/
CCN(CCNCC(O)COCc1ccc(Cl)cc1)c1cccc(C)c1 (configuration not stated),0%,-9%,i,2%,9%,-17%,10µM*,-11,34%
O=C(c1cccc(Br)c1)N1CCN(S(=O)(=O)N2CCCCCC2)CC1,0%,i,i,-5%,?,6%,-23%,2,/
CC(=O)NC1(c2cccc(F)c2)CCN(CC(=O)NC2CCCCC2)CC1,-2%,-17%[57.5 µM],i,-6%,4%,0%,3%,5,4%
O=C(c1cc2ccccc2oc1=O)N(Cc1ccccc1)C1CCS(=O)(=O)C1 (configuration not stated),-3%,i,i,4%,9%,-2%,32%[activator],2,4%
C=CCn1c(SCC(=O)Nc2nc(C)cs2)nnc1C(NC(=O)c1ccccc1)C(C)C (configuration not stated),-1%,-18%,/,5%,1%,/,0%,40,6%
CCOC(=O)c1ccc(NS(=O)(=O)c2c(C)[nH]c(C)c2C(=O)N2CCCCC2)cc1,-4%,-15%,i,-5%,-17%,-2%,24%,-25,25%
CC1=C(C(=O)OC(C)C)C(c2cccc([N+](=O)[O-])c2)n2c(cc(=O)[nH]c2=S)N1 (configuration not stated),-12%,-11%,i,-2%,16%,-9%,0%,10,/
Cc1oc2c(c(C)cc3oc(=O)c(CC(=O)NCC(=O)NCC(=O)NCC(C)O)c(C)c32)c1C (configuration not stated),3%,-1%,i,3%,8%,-5%,14%,20,-13%
Cc1ccc(CNC(=O)CCn2c(=O)oc3ccccc32)cc1,2%,i,i,9%,11%,2%,-18%,-4,-14%
CN(C)CCNc1ncnc2c1ncn2[C@H]1CN(Cc2ccc3c(c2)OCO3)C[C@@H](CO)O1,3%,1%,i,-11%,17%,6%,5%,16,-14%
Cc1cccc(N(C)C(=O)c2cc3c(=O)oc4ccc(C)cc4c3s2)c1,0%,-24%,/,1%,1%,/,4%,/,-9%
CCN(Cc1ccccc1)C(c1cc2ccc(C)cc2[nH]c1=O)c1nnnn1CCOC (configuration not stated),3%,?,i,1%,-22%,5%,7%,25,-2%
O=C(Cn1cc(SCc2ccccc2)c2ccccc21)N1CCCCCC1,/,-23%,/,12%,1%,/,?,/,?
CCOC(=O)CCC(=O)Nc1ccccc1C(N)=O,0%,0%[57.5 µM],i,-2%,1%,5%,33%[activator],6,12%

# Entries of single compounds, quoted from the list. Values in the order: GLP-1R agonist	PTHR1 agonist	pAkt inh	Abeta rescue	TDP-43 yeast inh	aSyn rescue	GLP1R inv ag	DRD3 antagonist	FUS suppressor
# Record of CN(C)CCNc1ncnc2c1ncn2[C@H]1CN(Cc2ccc3c(c2)OCO3)C[C@@H](CO)O1 → 3%	1%	i	-11%	17%	6%	5%	16	-14%
# Record of Cc1cccc(N(C)C(=O)c2cc3c(=O)oc4ccc(C)cc4c3s2)c1 → 0%	-24%	/	1%	1%	/	4%	/	-9%
# Record of O=C(Cn1cc(SCc2ccccc2)c2ccccc21)N1CCCCCC1 → /	-23%	/	12%	1%	/	?	/	?
# Record of CCOC(=O)CCC(=O)Nc1ccccc1C(N)=O → 0%	0%[57.5 µM]	i	-2%	1%	5%	33%[activator]	6	12%
# Record of C=CCn1c(SCC(=O)Nc2nc(C)cs2)nnc1C(NC(=O)c1ccccc1)C(C)C (configuration not stated) → -1%	-18%	/	5%	1%	/	0%	40	6%

# Later entries.
SMILES,GLP-1R agonist,PTHR1 agonist,pAkt inh,Abeta rescue,TDP-43 yeast inh,aSyn rescue,GLP1R inv ag,DRD3 antagonist,FUS suppressor
CC(C)(C)NC(=O)C[C@H]1C[C@H](C(=O)N2CCOCC2)[C@@]2(CCC3CCCC3)c3[nH]c4ccc(Cl)cc4c3CCN2C1=O,0%,i,i,1%,?,10%,?,-14,?
CCN(CC)S(=O)(=O)c1ccc(N2CCOCC2)c(C(=O)O)c1,0%,-3%[57.5 µM],i,6%,-6%,0%,6%,-9,11%
C=CCN(CCNP(=O)(OCC)OCC)CP(=O)(OCC)OCC,4%,i,i,5%,0%,-6%,-2%,-21,-14%
CC(=O)/C(=N\Nc1ccccc1)Sc1nnc(-c2ccccc2)n1-c1ccccc1,-3%,-34%,i,7%,14%,-7%,-8%,-97*,/
COC(=O)[C@]12CCCCC=C1N(Cc1ccccc1)C(=O)[C@H](CC(=O)NCc1ccccc1)C2,-4%,-7%,i,-6%,-19%,-3%,?,-13,?
CCOC(=O)NC1CCS(=O)(=O)C1 (configuration not stated),-11%,i,i,-16%,-2%,-15%,-2%,-23,9%

# These rows are one share of the data; rates above refer to the full screens.
